DENV2 CPE – protects cells from dengue virus 2 cytopathic effect | hit rate 1.7% among 350,000 | CPE inhibition, % at 9.99 µM | DENV2-infected cells, cytopathic effect rescue, plate reader; in the data active = CPE inhibition above about 20%, passing the limit was not always enough; inconclusive = no clear call, values can overlap the other calls; tested in BHK-21 cells;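 note: 0% = median of neutral control wells and 100% = median of positive control wells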
E-sel inducer – induces E-selectin expression in human endothelial cells. P16581. HUVEC E-selectin immunofluorescence imaging; normalized: neutral wells 0, TNF-alpha wells 100. activation, % at 7.58 µM. hit rate 0.37% among 260,000;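 active = mean E-selectin-positive cell signal at least 10% of the positive control, reached in at least 60% of replicates, without over 20% cell loss; inconclusive = no rule given, readout overlaps actives, possibly toxicity-flagged; inactive = the rest, including those meeting only one limit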;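 note: in these data hits start at about 27%; measured in HUVEC primary endothelial cells; signal is the percent of cells scored E-selectin positive by PE staining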
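assay system = HUVEC, human umbilical vein endothelial cells | input = 3,000 HUVEC seeded per well | medium = EGM-2 growth medium on 0.1% gelatin-coated wells | dosing = one compound dose added by pin transfer | signal = immunofluorescence imaging | read-out basis = % PE-positive cells | control set = TNF-alpha, DMSO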
ERp5 block – blocks human ERp5 reductase activity on insulin. ERp5 insulin aggregation, absorbance 650 nm, 90 min. inhibition, % at 9.99 µM. Q15084. hit rate 0.05% among 350,000;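 active = mean replicate inhibition above about 25%, with every replicate also reaching it, limit read from the data, passing the limit was not always enough; inconclusive = only one of those two criteria met; inactive = neither criterion met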
Target sequence (Q15084 whole entry, looked up): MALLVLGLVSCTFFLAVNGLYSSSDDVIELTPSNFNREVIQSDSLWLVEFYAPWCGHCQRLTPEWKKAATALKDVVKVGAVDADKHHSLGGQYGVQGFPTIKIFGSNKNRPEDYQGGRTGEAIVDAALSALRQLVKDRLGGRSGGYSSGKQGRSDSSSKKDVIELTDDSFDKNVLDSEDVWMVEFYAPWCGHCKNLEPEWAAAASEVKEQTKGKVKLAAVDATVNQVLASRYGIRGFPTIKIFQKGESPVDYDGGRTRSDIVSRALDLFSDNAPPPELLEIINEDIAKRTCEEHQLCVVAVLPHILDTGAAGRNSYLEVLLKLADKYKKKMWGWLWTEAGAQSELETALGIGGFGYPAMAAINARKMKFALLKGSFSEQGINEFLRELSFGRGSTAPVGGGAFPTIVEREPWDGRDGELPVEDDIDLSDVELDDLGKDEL
C2C12 statin – suppression of simvastatin myotoxicity | C2C12 myotubes + simvastatin, ATP luminescence, 48 h; scaled: DMSO 0, geranylgeraniol control 100 | rescue of ATP level, % at 7.49 µM | hit rate 0.78% among 330,000;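 active = mean ATP rescue above about 67%, or every replicate alone reaching that limit, limit read from the data, passing the limit was not always enough; inconclusive = no clear call, values can overlap the other calls; inactive = mean under the limit and some replicate under it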;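 note: myotubes were challenged with 10 µM simvastatin during compound exposure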
S100A4 MyoIIA – inhibitors of human S100A4 binding to myosin IIA peptide; S100A4/TAMRA-MyoIIA peptide fluorescence polarization; inhibition, % at 10.7 µM; hit rate 0.14% among 360,000;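 active = mean inhibition of at least 70% across replicates, with every replicate also reaching that level; inconclusive = mean inhibition reaches 70% but some replicates fall short; inactive = mean inhibition below 70%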
Target sequence (P26447 whole entry, looked up): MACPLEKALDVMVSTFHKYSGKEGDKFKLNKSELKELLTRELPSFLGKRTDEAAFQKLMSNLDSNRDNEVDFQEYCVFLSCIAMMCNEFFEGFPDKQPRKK
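Material: human S100A4 monomer with TAMRA-labelled myosin IIA peptide; buffer or medium: HEPES pH 7.2 with CaCl2, KCl, NaCl, DTT, Triton; compound dosing: one concentration per compound; schedule: 5 min incubation before reading; benchmarks: neutral control DMSO, positive control TFP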
SIRT5 inh – sirtuin-5 (human) deacylase inhibition | AID 652115 | Purified SirT5, succinyl-peptide AMC, trypsin-coupled fluorescence | hit rate 1.1% among 330,000 | inhibition, % at 15 µM; in the data active = inhibition above about 15%; inconclusive = no clear call, values can overlap the other calls
Target sequence (Q9NXA8 whole entry, looked up): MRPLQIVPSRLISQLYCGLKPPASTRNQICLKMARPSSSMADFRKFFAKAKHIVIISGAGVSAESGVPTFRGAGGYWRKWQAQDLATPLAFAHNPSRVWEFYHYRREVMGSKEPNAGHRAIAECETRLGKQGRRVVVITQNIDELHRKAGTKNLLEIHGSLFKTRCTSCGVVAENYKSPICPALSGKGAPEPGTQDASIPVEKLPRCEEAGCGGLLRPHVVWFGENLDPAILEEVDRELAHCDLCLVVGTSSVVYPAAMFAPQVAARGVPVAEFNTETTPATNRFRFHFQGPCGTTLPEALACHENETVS
PglD inh – inhibitors of Campylobacter jejuni PglD acetyltransferase; AID 602405; purified PglD enzyme, DTNB colorimetric CoA detection; hit rate 0.098% among 360,000; inhibition, % at 12.5 µM; in the data active = inhibition above about 16%, passing the limit was not always enough; inconclusive = no clear call, values can overlap the other calls; note: strong numbers were not always called active
* = called active by the depositor; u = inconclusive; x = not tested or not shown; & = joins results of further samples. Some of the compounds tested; the hit share may differ from the screen's.

SMILES	DENV2 CPE	E-sel inducer	ERp5 block	C2C12 statin	S100A4 MyoIIA	SIRT5 inh	PglD inh
COc1ccc(-c2c(C#Cc3ccsc3)c3cc(-c4cccc5[nH]ccc45)ccc3n2C)cc1	-5	0.2	4	10	-1	0	4
O=C1C=CC(=O)N1	5	0.4	3	7	2	-2	-1
CC(=O)c1cccc(-n2nnnc2SCC(=O)Nc2cc(C)on2)c1	6	-0.1	8	2	-1	-3	-1
O=C1CCCC(=O)C1C(c1ccc(Cl)cc1)C1C(=O)CCCC1=O	-4	x	0	-2	-1	0	-6
CCN(CC)S(=O)(=O)c1cccc(C(=O)NC2=NCCS2)c1	-4	0.0	1	0	-3	-2	-2
CC(C)C(NS(=O)(=O)c1cccc2nsnc12)C(=O)N1CCn2c1nc1ccccc12 (centres undefined)	-2	-1.5	6	5	2	1	-2
COc1cccc(C(O)c2nc(-c3ccc(F)c(Cl)c3)cs2)c1 (centres undefined)	0	0.1	4	10	-4	-1	-2
O=C(O)c1cc2c(cc1NC(=O)c1c(F)cccc1F)OCCCO2	-4	0.1	-2	2	-5	x	-3
COc1ccc(CN2C(=O)[C@@H]3[C@H]4C(=O)O[C@H](c5ccccc5)[C@@H](C)N(C)C(=O)CC/C=C/[C@H]4O[C@@]34C=CCN(Cc3ccccc3)C(=O)[C@@H]24)cc1	-1&8	x	4&0	x	0&40	6&-10	2&3
O=C1CNC(=O)/C1=C\c1ccc(O)cc1	1	-0.8	u	x	-8	2	x
CO[C@@H]1CN(C)C(=O)c2cc(NC(=O)Nc3ccc(Cl)c(Cl)c3)ccc2OC[C@@H](C)NC[C@@H]1C	x	19	x	-91	x	5	5
COc1ccc(OCC(=O)N/N=C/c2ccncc2)cc1	-4	x	8	7	0	5	-3
C=CCNC(=O)COC(=O)c1ccc(Cl)c(S(N)(=O)=O)c1	3	u	2	x	1	7	x
CCOC(=O)C1CCN(C(=O)CCS(=O)(=O)c2ccc3c(c2)n(C)c(=O)c(=O)n3C)CC1	10	-0.2	0	9	-2	x	-6
C[C@@H]1CN([C@H](C)CO)C(=O)c2cc(C#CC3CCCC3)cnc2O[C@H]1CN(C)S(C)(=O)=O	2	0.1	-2	-2	-6	-4	-4
COCCN1C(=O)CCC1(C)c1nnnn1Cc1ccccc1 (centres undefined)	0	-0.1	5	x	9	x	x
COc1ccc(C(CNC(=O)c2ccc(S(=O)(=O)Nc3cccc(C)c3C)cc2)N2CCOCC2)cc1 (centres undefined)	4	-0.6	2	-14	6	-2	3
COc1ccc(S(=O)(=O)N2CCCCCC2)cc1C(=O)N1CCCC(C(F)(F)F)C1 (centres undefined)	11	14	-1	x	-4	4	x
CCN(CC(=O)NC1CCS(=O)(=O)C1)S(=O)(=O)c1cc([N+](=O)[O-])ccc1C (centres undefined)	16	x	1	20	3	-8	-2
Cc1ccc(-c2nc3ccc(Cl)cn3c2CC2CCCCC2)cc1	4	1.0	5	-10	-4	0	-1
O=C(CN1CCOCC1)N[C@H]1CC[C@@H](CCNC(=O)C2CCC2)O[C@@H]1CO	0	0.4	4	-15	34	1	-1
COc1ccccc1CNC(=O)C1CCC(CNS(=O)(=O)c2ccc(NC(C)=O)cc2)CC1 (centres undefined)	u	x	-1	0	-4	6	-4
Cc1ccc(OCCNC(=O)C2CC(=O)N(Cc3ccccc3)C2)cc1 (centres undefined)	-6	x	1	1	0	-3	-3
CC(C)NC(=O)N[C@H]1CC[C@H](CC(=O)NC2Cc3ccccc3C2)O[C@@H]1CO	-2	-0.3	1	0	0	3	-1
CC(=O)c1ccc(NC(=O)COC(=O)c2c3c(nc4ccccc24)/C(=C\c2cccs2)CCC3)cc1	6	x	3	x	-6	2	x
Later entries:
SMILES	DENV2 CPE	E-sel inducer	ERp5 block	C2C12 statin	S100A4 MyoIIA	SIRT5 inh	PglD inh
Cn1cnc(S(=O)(=O)N[C@@H]2CC[C@@H](CC(=O)N3CCN(c4ccccc4)CC3)O[C@H]2CO)c1	-6	-0.6	-6	1	4	-1	1
CC(=O)N1CC[C@@H]2[C@H]1c1cc(-c3ccccc3)ccc1N(C)[C@@H]2CO	-2	-0.5	6	-16	-3	-4	0
CCOC(=O)c1ccc(S(=O)(=O)N2CCC(N3CCCCCC3)CC2)cc1	-13	-0.1	-2	7	-2	x	4
O=C(Nc1ccc(Cl)c(Cl)c1)Nc1ccccn1	-1	x	1	23	-20	-6	-8
Cc1ccc(S(=O)(=O)N2[C@@H](c3ccccc3)C(C(=O)O)=CC[C@H]2c2ccc(Cl)c(Cl)c2)cc1	-18	0.0	-4	15	-5	x	0
C[C@@H]1CN([C@@H](C)CO)C(=O)c2cc(NC(=O)CCC(F)(F)F)ccc2O[C@@H](C)CCCCO[C@@H]1CN(C)S(=O)(=O)c1ccccc1	-2	0.6	6	x	-3	1	-1
C[C@@H]1CN([C@@H](C)CO)S(=O)(=O)c2ccc(C#CC3(O)CCCC3)cc2O[C@H]1CN(C)C(=O)c1cccnc1	-4	x	-1	-1	-13	-3	-8
CC(OC(=O)c1cn(-c2ccccc2)nc1-c1cccnc1)C(N)=O (centres undefined)	-10	1.5	-3	x	-3	-2	x
C[C@@H]1CN([C@@H](C)CO)C(=O)c2cc(-c3cccnc3)cnc2O[C@H]1CN(C)C(=O)C1CC1	4	-0.3	13	x	13	4	2
COc1ccc(OC)c(C2C/C(=N/O)C(C)C(c3cc(OC)ccc3OC)N2)c1 (centres undefined)	4	x	0	-1	-2	1	3
CCOc1cc(C(=O)OCC(=O)Nc2ncc(Cl)c(C)c2Cl)ccc1OCC(=O)N1CCOCC1	-3	3.4	-2	x	-5	0	-2
Cn1cnc(NCc2ccccc2)c1[N+](=O)[O-]	4	3.6	0	x	-7	0	0
CC(C)NC(=O)Nc1cccc2c1O[C@@H](CN(C)Cc1ccc(C(=O)O)cc1)[C@@H](C)CN([C@@H](C)CO)C2=O	11	10	-6	-1	-3	-1	1
C/C=C/c1ccc([C@H]2[C@H](CO)N(C(=O)CC)[C@H]2CNC(=O)CC)cc1	-14	0.5	-4	7	1	-1	1
O=C(C[C@H]1CC[C@H](NC(=O)CCN2CCCCC2)[C@H](CO)O1)Nc1ccccc1	9	0.0	-2	x	-5	0	x
CCCSc1nnc(NC(=O)Nc2ccccc2)s1	2	2.2	-1	x	20	6	4
Cc1ccc(S(=O)(=O)N(CC(=O)Nc2ccc(C)c(Cl)c2)C(=O)N2CCN(C)CC2)cc1	-10	-0.1	2	-15	1	-1	x
Cc1ccc(S(=O)(=O)Nc2cccc3c2O[C@H](CN(C)S(=O)(=O)c2ccc(Cl)cc2)[C@@H](C)CN([C@@H](C)CO)C3=O)cc1	u	-0.2	-6	x	5	8	x
COc1ccc(Cc2nc3ccc(C(=O)N(C)C(C)c4ccon4)cc3o2)cc1 (centres undefined)	-1	0.3	4	5	6	-5	-3
Cc1cc(N2CCN(c3ccccc3)CC2)nc(N2CCOCC2)n1	x	1.1	1	10	-5	-8	-2
Cc1cc(Cl)ccc1NC(=O)CCC(=O)O	9	0.6	6	5	-2	-3	1
Cc1c(C(=O)OCC(=O)N(C)C2CCS(=O)(=O)C2)oc2ccc(Br)cc12 (centres undefined)	4	0.0	6	3	-13	-1	-2
Cc1ccc(-c2nc(NCCCN(C)C)c3ccccc3n2)cc1	3	-0.2	-6	0	-13	-2	0
CCC(=O)N1C[C@H](C)[C@@H](OC)CN(C)C(=O)c2cc(NC(=O)Nc3ccccc3)ccc2OC[C@@H]1C	9	0.1	-5	-3	6	10	-2
O=C(c1cc(-c2ccco2)on1)N1CCCc2ccccc21	3	x	-1	8	-14	-1	-2

In another format: three of the compounds above
Values run as follows: DENV2 CPE	E-sel inducer	ERp5 block	C2C12 statin	S100A4 MyoIIA	SIRT5 inh	PglD inh
C[C@@H]1CN([C@@H](C)CO)C(=O)c2cc(-c3cccnc3)cnc2O[C@H]1CN(C)C(=O)C1CC1
→ 4	-0.3	13	x	13	4	2
COc1ccc(OC)c(C2C/C(=N/O)C(C)C(c3cc(OC)ccc3OC)N2)c1 (centres undefined)
→ 4	x	0	-1	-2	1	3
CCOc1cc(C(=O)OCC(=O)Nc2ncc(Cl)c(C)c2Cl)ccc1OCC(=O)N1CCOCC1
→ -3	3.4	-2	x	-5	0	-2

Shown with each value named: entries from further up.
CCCSc1nnc(NC(=O)Nc2ccccc2)s1
  DENV2 CPE: 2; E-sel inducer: 2.2; ERp5 block: -1; C2C12 statin: x; S100A4 MyoIIA: 20; SIRT5 inh: 6; PglD inh: 4
COc1ccc(OC)c(C2C/C(=N/O)C(C)C(c3cc(OC)ccc3OC)N2)c1 (centres undefined)
  DENV2 CPE: 4; E-sel inducer: x; ERp5 block: 0; C2C12 statin: -1; S100A4 MyoIIA: -2; SIRT5 inh: 1; PglD inh: 3
CC(=O)N1CC[C@@H]2[C@H]1c1cc(-c3ccccc3)ccc1N(C)[C@@H]2CO
  DENV2 CPE: -2; E-sel inducer: -0.5; ERp5 block: 6; C2C12 statin: -16; S100A4 MyoIIA: -3; SIRT5 inh: -4; PglD inh: 0
Cc1ccc(S(=O)(=O)N2[C@@H](c3ccccc3)C(C(=O)O)=CC[C@H]2c2ccc(Cl)c(Cl)c2)cc1
  DENV2 CPE: -18; E-sel inducer: 0.0; ERp5 block: -4; C2C12 statin: 15; S100A4 MyoIIA: -5; SIRT5 inh: x; PglD inh: 0

Later entries.
SMILES	DENV2 CPE	E-sel inducer	ERp5 block	C2C12 statin	S100A4 MyoIIA	SIRT5 inh	PglD inh
CCCC(=O)Nc1ccc2c(c1)C(=O)N(C)[C@@H]1CC[C@@H](CC(=O)NCCN3CCCCC3)O[C@H]1CO2	-3	0.0	6	-3	0	-4	0
CCOc1ccc(CCNC(=O)CCc2nc3ccccc3[nH]2)cc1OCC	2	1.9	-4	19	-1	4	x
COc1ccc2[nH]c(C(=O)N3CCNCC3)cc2c1OC	-7	x	1	-4	-2	-3	-4
COc1ccc(CNC(=O)CN(c2ccccc2OC)S(=O)(=O)c2cccs2)cc1	18	x	-6	-7	0	-3	5
Cc1ccc(/C=C/C(=O)OCC(=O)N(C)c2c(N)n(Cc3ccccc3)c(=O)[nH]c2=O)o1	0	0.6	-1	-7	0	x	1
O=C(NC1CCCCC1)N1CC2(C1)[C@H](c1ccccc1)[C@H](CO)N2CC1CCOCC1	4	0.0	-1	x	-21	13	x
O=C(O)c1ccccc1-c1ccccc1C(=O)Nc1ccccc1-c1ccccc1	0	x	5	3	-2	0	-7
Cc1ccc(C(=O)NC2CCN(CC(=O)NCc3cccs3)CC2)cc1	-10	0.3	3	x	-6	0	x
C[C@@H]1CCCCO[C@@H](CN(C)Cc2ccc(Cl)c(Cl)c2)[C@H](C)CN([C@@H](C)CO)C(=O)c2cc(NC(=O)NC3CCCCC3)ccc2O1	u	-0.2	6	15	-10	1	1
Cc1ccc(S(=O)(=O)N2CCN(Cc3cc4c(cc3Br)OCCO4)CC2)cc1	19	x	5	-39	-3	1	x
CNc1nc(Cl)c(SC)c(NCc2ccc(F)cc2)n1	3	-0.3	2	8	0	-1	6
COc1ccc(-n2nnnc2C(c2cccs2)N2CCN(C/C=C/c3ccccc3)CC2)cc1 (centres undefined)	u	-0.1	-4	0	-5	4	3
O=C([C@H]1[C@H](CO)[C@H]2Cn3c(cccc3=O)[C@@H]1N2)N1CCc2ccccc2C1	9	-0.2	-1	-22	-22	1	3
O=C(NC1CCCCC1)C(c1ccco1)N(C(=O)c1csnn1)c1ccccc1 (centres undefined)	-5	x	3	8	-1	2	0
COc1ccc(C2NC(=O)c3ccccc3N2)cc1OC (centres undefined)	x	x	x	-16	-2	x	-7

High-throughput results: PubChem BioAssay, Broad Institute
